LEDGF integ inh: blocks HIV-1 LEDGF/p75-dependent DNA integration | TR-FRET IN-LEDGF/p75 DNA integration, Eu/Cy5 | inhibition, % at 3.7 µM | actives 0.64% (n = 370,000) | AID 743269;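 active = inhibition above the screen-wide mean plus 3 SD, cut at about 13% in these data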;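 note: signal is the Cy5 over europium emission ratio at 671 and 618 nm; 0% = plate median of compound wells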
PRMT1 inh: blocks human protein arginine methyltransferase 1 | inhibition, % at 2.79 µM | actives 1.3% (n = 370,000) | recombinant PRMT1, activity-based probe fluorescence polarization | Q99873;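 active = inhibition above about 21% made by adding two undisclosed values, limit read from the data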
TCR-CD3 inh: blocks the human TCR-CD3 interaction; TAMRA-labeled TCR probe fluorescence, biochemical; inhibition, % at 9.4 µM; actives 0.37% (n = 360,000); AID 651800; in the data active = inhibition above about 19%;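 note: recombinant mutant TCR 2C K166C tagged with TAMRA read by polarization; 0% = receptor in buffer alone and 100% = receptor with positive control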
TDP2 inh: blocks human TDP2 phosphodiesterase activity; actives 0.34% (n = 370,000); inhibition, % at 12.8 µM; O95551; AID 720702; recombinant TDP2, T5PNP hydrolysis, p-nitrophenol absorbance 415 nm;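 active = inhibition above the mean of all tested compounds plus 3 SD, set per campaign, cut at about 25% in these data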;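 note: 0% = DMSO with enzyme and 100% = buffer with substrate but no TDP2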
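test system = human TDP2 enzyme | input = TDP2 enzyme at 120 nM final | medium = 50 mM Tris-HCl pH 7.5 with Mg2+, KCl, DTT, BSA | also added = T5PNP substrate, 5 mM | times = 2 h at 37 °C | technique = epi absorbance | benchmarks = high control without enzyme, low control DMSO plus TDP2 | replication = each compound tested once, singlicate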
mABHD4 FP: ABHD4 (mouse) inhibition, primary FP screen; Q8VD66; inhibition, % at 8.92 µM; actives 0.54% (n = 370,000); purified mABHD4, FP-Rh probe fluorescence polarization;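 active = inhibition exceeding the mean over every tested compound plus 3 SD, cut at about 30% in these data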;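 note: 0% = plate median of compound wells and 100% = S159A mutant with DMSO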
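Assay system: mABHD4 protein; medium: HEPES pH 7.0, NaCl, Pluronic buffer; dosing: 8.92 µM, single dose; schedule: 45 min + 60 min at 25 °C; signal: FP readout, ex 525 nm / em 598 nm; read-out: normalized percent inhibition of probe labeling; repeats: single replicate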
GC-B act: GC-B (human) receptor activation; P20594; actives 0.11% (n = 370,000); AID 1920062; HEK293-GC-B cells, CNP EC30, cGMP TR-FRET; 0% at EC30 CNP, 100% saturating CNP; activation, % at 10 µM;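 active = activation at 10 µM reaching about 35% in either raw or pattern-adjusted values, limit read from the data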
Target sequence (P20594 whole entry, looked up): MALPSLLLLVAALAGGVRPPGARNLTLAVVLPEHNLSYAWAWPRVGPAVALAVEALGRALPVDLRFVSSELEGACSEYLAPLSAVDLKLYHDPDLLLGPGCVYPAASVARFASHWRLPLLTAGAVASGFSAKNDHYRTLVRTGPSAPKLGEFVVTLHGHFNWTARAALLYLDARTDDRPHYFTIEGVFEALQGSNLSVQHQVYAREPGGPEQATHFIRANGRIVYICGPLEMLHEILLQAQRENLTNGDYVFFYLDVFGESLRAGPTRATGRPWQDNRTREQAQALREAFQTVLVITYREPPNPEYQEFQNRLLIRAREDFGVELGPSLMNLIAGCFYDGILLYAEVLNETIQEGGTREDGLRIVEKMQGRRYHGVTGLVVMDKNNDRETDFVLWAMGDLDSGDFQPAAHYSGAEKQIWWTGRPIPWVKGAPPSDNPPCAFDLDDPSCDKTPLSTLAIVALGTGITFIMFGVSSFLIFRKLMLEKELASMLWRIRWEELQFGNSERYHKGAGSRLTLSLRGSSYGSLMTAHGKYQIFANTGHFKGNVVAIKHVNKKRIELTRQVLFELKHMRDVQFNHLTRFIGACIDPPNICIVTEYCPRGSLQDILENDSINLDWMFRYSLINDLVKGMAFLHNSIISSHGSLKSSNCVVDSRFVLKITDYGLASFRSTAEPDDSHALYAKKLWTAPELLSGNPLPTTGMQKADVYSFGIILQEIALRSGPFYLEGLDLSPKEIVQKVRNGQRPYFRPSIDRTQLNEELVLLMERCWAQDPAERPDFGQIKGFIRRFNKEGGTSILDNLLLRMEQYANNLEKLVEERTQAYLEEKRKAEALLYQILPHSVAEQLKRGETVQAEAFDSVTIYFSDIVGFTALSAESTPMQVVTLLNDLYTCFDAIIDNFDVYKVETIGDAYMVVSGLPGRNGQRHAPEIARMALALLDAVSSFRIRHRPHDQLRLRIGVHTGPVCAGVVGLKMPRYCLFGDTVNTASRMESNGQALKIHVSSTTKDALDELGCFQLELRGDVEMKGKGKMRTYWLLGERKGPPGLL
SIAE inh: human SIAE inhibition, primary screen; Q9HAT2; SIAE FP-Rh probe binding, fluorescence polarization; inhibition, % at 9.66 µM; actives 0.69% (n = 370,000); AID 1053197;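 active = inhibition above a cutoff: mean of compounds within the control limits plus 3 SD of those, cut at about 17% in these data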;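 note: 0% = plate median of compound wells and 100% = probe without SIAE protein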
MBD2 DNA inh: blocks human MBD2 binding to methylated DNA; Q9UBB5; TR-FRET, MBD2 binding to methylated oligonucleotide; inhibition, % at 4.4 µM; actives 0.31% (n = 370,000); AID 686964; in the data active = inhibition above about 13%
rCAG RNA binder: molecules binding r(CAG) RNA repeats | actives 1.3% (n = 370,000) | AID 651821 | inhibition, % at 3 µM | r(CAG) RNA repeat, TO-PRO-1 dye displacement fluorescence;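 active = inhibition above the plate cutoff, the mean of all test compounds on that plate plus 3 SD, cut at about 35% in these data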;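 note: 0% = DMSO alone and 100% = 100 µM mitoxantrone as full dye displacement; higher means more dye released from RNA so lower well fluorescence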
HTRA1 inh: inhibitors of human serine peptidase HTRA1; Q92743; recombinant HTRA1, FP-rhodamine activity-based probe, fluorescence polarization; inhibition, % at 5.96 µM; actives 0.5% (n = 340,000); AID 504803; in the data active = inhibition above about 36%;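 note: 0% = enzyme with DMSO and 100% = wells lacking enzyme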
* hit, by the source's call; · = no result given.

Values run as follows: LEDGF integ inh	PRMT1 inh	TCR-CD3 inh	TDP2 inh	mABHD4 FP	GC-B act	SIAE inh	MBD2 DNA inh	rCAG RNA binder	HTRA1 inh
C#CCOc1ccccc1/C=N/NC(=O)c1ccccc1OCc1ccccc1
 : -3.2	3.0	7.2	-5.8	-11.6	0.8	-17.3	4.6	-4.8	-29.1
Cc1cc([N+](=O)[O-])ccc1NC(=O)CCC(=O)N1CCCCC1
 : -1.1	1.3	0.9	-5.2	2.6	1.4	4.1	-5.8	-3.6	0.6
CCCCCC(=O)Nc1cccc(C2=NOC3(C2)C[C@@H](C(N)=O)N(C(=O)CC(c2ccccc2)c2ccccc2)C3)c1 (stereo not given in full)
 : 0.5	1.0	4.7	0.5	-29.9	-2.3	-18.8	0.5	7.4	-49.1
CCCCCCCCCCCCN1C/C(=C\C(=O)OCC)c2cc(C(F)(F)F)ccc2S1(=O)=O
 : -0.9	1.9	2.4	9.2	2.2	-2.0	-3.4	-1.4	3.1	-5.5
CC(=O)N1c2ccc(S(=O)(=O)N3CCOCC3)cc2CC1C (stereo not given)
 : 3.0	0.1	-9.2	-4.8	-4.1	1.9	0.1	4.0	1.9	4.7
COc1ccccc1NC(=O)COc1ccc(C(=O)OCC(=O)N(C(C)C)C(C)C)cc1OC
 : 0.3	2.5	1.8	5.4	1.7	1.5	-4.9	-0.6	-3.3	-12.7
CC(=O)N1CCN(C(=O)CCc2cc(C(C)(C)C)c(O)c(C(C)(C)C)c2)CC1
 : -1.1	0.9	-6.7	14.7	8.5	8.0	0.4	1.1	-5.7	-0.4
COc1ccc(C(C)=O)cc1CSc1nnc(-c2ccncc2)o1
 : -3.7	-1.1	4.5	12.4	2.0	-4.4	0.7	1.1	-2.1	-5.3
COc1ccc(NC(=O)CN2C(=O)CSc3ccc(S(=O)(=O)N4CCC(C)CC4)cc32)cc1
 : 0.1	-2.4	-1.2	16.3	-11.9	-5.4	-9.9	-3.7	4.6	-13.5
CC(=O)c1ccc(S(=O)(=O)N2CCN(S(=O)(=O)c3ccccc3C(F)(F)F)CC2)cc1
 : 1.9	0.8	6.5	13.5	2.6	-0.5	-9.7	-2.8	1.8	-1.2
CC1CCCCC1NC(=O)C1CCC(CNc2c(N3CCCCC3)c(=O)c2=O)CC1 (stereo not given)
 : -2.1	7.2	2.1	11.2	-0.3	-2.8	-2.0	2.3	-4.6	11.9
COc1cccc(N2CCN(Cc3nc4ccccc4c(=O)[nH]3)CC2)c1
 : 0.9	-0.3	-0.2	2.5	1.5	-2.5	0.7	1.4	1.3	6.7
COC(=O)CNc1c(-c2ccccc2)nc2ccc(Br)cn12
 : -0.9	0.9	4.7	5.1	2.4	14.6	10.8	-0.1	-1.5	0.8
O=C(COc1ccc(S(=O)(=O)N2CCCC2)cc1Cl)N1CCN(c2ccccc2)CC1
 : 0.5	3.5	-5.6	6.0	-1.8	-5.0	0.4	3.4	-1.5	-10.2
Cc1ccc(Nc2nc(N)c([N+](=O)[O-])c(NCc3ccco3)n2)cc1
 : 5.8	-1.6	-2.0	-7.0	-14.1	18.1	0.7	-6.7	16.8	-32.5
O=C(Nc1ccc2c(c1)OCO2)O[C@@H]1CC[C@@]23CCCN2C(=O)CCC[C@H]3C1
 : 1.2	-3.5	·	3.1	3.6	-2.0	1.6	-10.4	·	·
CCCCCCCCCCCC(=O)NC1CCS(=O)(=O)C1 (stereo not given)
 : -0.1	1.5	-5.2	-2.8	-4.4	-1.8	2.1	-7.3	-6.3	-1.2
O=C(NCc1cccnc1)c1ccccc1NC(=O)c1c(F)cccc1F
 : -0.5	2.8	6.1	-0.3	6.2	0.5	0.5	-2.6	-1.5	9.8
Cc1ccccc1NC(=O)CNc1ccccc1N1CCCCC1
 : -2.4	-1.1	5.3	4.4	-8.1	2.1	-6.9	-0.6	-3.6	7.5
COc1ccc(CN(C(=O)c2snc(C(N)=O)c2N)C(C(=O)NC2CCCC2)c2ccco2)cc1 (stereo not given)
 : 0.8	-1.6	7.5	-0.4	-6.1	-8.5	-2.8	-3.2	5.2	-8.9
Cc1cc(=O)n2c(C(=O)Nc3ccc(C(=O)OC(C)C)cc3)c(C(=O)Nc3ccccc3)sc2n1
 : -5.3	3.0	-4.5	4.8	-5.8	-5.3	-2.8	1.4	10.6	-13.0
Cc1ccccc1NC(=O)OC1CCC12CCCCC2 (stereo not given)
 : -1.4	4.8	·	0.6	2.6	0.1	2.0	7.3	-0.6	·
O=C(CSc1oc(-c2ccccc2)nc1S(=O)(=O)c1ccc(F)cc1)NCC1CCCO1 (stereo not given)
 : 2.0	1.8	-4.1	12.0	3.5	2.4	-1.5	5.8	2.1	1.2
CCOC(=O)C1CCN(C(=O)COC(=O)/C=C/c2ccc([N+](=O)[O-])cc2)CC1
 : -1.8	1.2	-7.8	7.1	7.5	-5.0	2.0	0.9	1.4	-7.7
Cc1nnc(N2C(=O)C(O)=C(C(=O)c3ccco3)C2c2ccc(C(C)C)cc2)s1 (stereo not given)
 : 0.3	9.8	0.3	-10.3	-2.3	7.7	-10.2	-3.9	20.9	-7.3
Cc1cc(C)c(S(=O)(=O)c2ccc(F)cc2C)c(Cl)n1
 : 0.5	1.8	3.5	-2.5	1.2	3.2	3.0	2.6	-4.2	1.9
COc1cc(/C=N/NC(=O)CNC(=O)c2ccncc2)ccc1O
 : -2.6	0.0	9.7	3.2	-1.8	-3.4	1.1	-1.3	2.3	6.4
O=C(COC(=O)Cn1cnc2ccccc21)NCCc1ccc(Cl)cc1
 : -2.3	2.9	-4.0	-10.1	6.5	0.1	-2.9	-0.8	-1.7	1.9
CN(C(=O)C1CCOC1)c1nnc(C2CCOC2)s1 (stereo not given)
 : 1.8	-0.5	9.6	2.3	2.5	0.2	-1.7	0.6	1.5	0.0
CCC(=O)Nc1cccc(-c2cn3ccccc3n2)c1
 : 1.9	-0.4	4.6	1.9	5.9	0.2	1.0	1.2	1.6	2.1
CCC(C)(C(=O)NC1CCCCC1)N(C(=O)c1ccccn1)c1ccccc1 (stereo not given)
 : 1.1	0.1	-5.9	-1.8	-8.7	-1.9	1.9	7.6	-6.3	12.9
Cc1ccc(N(CC(=O)NC2CCCCC2)C(=O)CCCC(=O)Nc2ccccn2)c(C)c1
 : -1.6	2.4	-0.5	-0.5	2.5	0.5	0.9	5.9	-8.9	-0.1
O=C(Nc1ccccc1)N1CCN(c2ccccc2)CC1
 : 0.9	-6.0	-2.3	5.7	-1.9	-1.8	10.3	-1.9	-1.8	-1.8
CCc1cc2c3c(c1)/C(=C1/SC(N)=NC1=O)C(=O)N3C(C)(C)C=C2C
 : -2.2	4.3	-5.0	0.0	15.9	2.3	-3.6	2.1	0.5	-9.8
COc1ccc(C(F)(F)F)cc1NC(=O)c1nc2nc(C)cc(C(F)F)n2n1
 : 1.8	-1.5	3.7	2.0	-0.4	-7.4	-10.3	-3.7	4.0	-1.7
Cc1ccc(C(=O)NCc2ccco2)cc1
 : 6.4	-2.0	-3.3	7.3	0.7	7.1	0.6	-1.1	-0.3	3.2
COc1ccc(C(=O)Nc2ccc(C3(C#N)CCCC3)cc2)cc1
 : -4.4	1.5	2.3	-1.5	5.3	-0.9	-4.2	1.0	-2.2	7.9
COc1ccccc1N(CC(=O)N1CCN(c2ccccc2)CC1)S(=O)(=O)c1ccc(C)cc1
 : -9.1	4.7	-0.6	-9.6	8.8	4.3	0.7	4.0	-3.6	-7.2
CCc1cccc(OCC(=O)Nc2ccc(S(=O)(=O)N3CCCC3)cc2)c1
 : -0.7	-3.1	1.9	12.2	-4.7	3.2	-8.6	0.3	1.6	-22.2
Cc1cccc(CN2C(=O)/C(=C\c3ccc(C(=O)NCCCN4CCN(C)CC4)cc3)Oc3ccccc32)c1
 : 1.5	-3.7	2.4	-13.6	-28.3	4.5	-17.5	-5.7	9.7	-47.8
COC(=O)c1cccc(-n2c(=O)n(Cc3ccccc3)c(=O)c3[nH]cnc32)c1C
 : 0.0	7.6	-5.0	3.5	1.7	1.8	1.5	5.7	5.1	5.3
COc1ccc(C)cc1NS(=O)(=O)c1ccccc1
 : -1.0	-0.5	-5.7	-1.0	-2.5	-4.4	5.9	6.2	0.1	-10.5
COc1ccc(/C=C/C(=O)NCc2ccccn2)cc1OC
 : -0.9	-0.5	6.2	6.5	-2.7	2.2	-2.6	1.5	-2.3	0.6
O=C(CN1C(=O)/C(=C\c2cccc(Cl)c2)Sc2ccccc21)NCCCN1CCOCC1
 : 2.6	1.2	-2.1	11.8	6.4	5.6	-1.5	3.0	-5.7	-7.4
O=c1[nH]cc(N(CCO)CCO)c(=O)[nH]1
 : 2.9	-5.6	-0.3	2.2	-4.5	2.1	1.3	-1.5	-1.8	-0.2
CCC[C@H]1CN(Cc2cccnc2)C(=O)[C@@H]1CC(=O)Nc1ccc(Br)cc1
 : 1.6	-0.3	1.1	8.2	5.6	-2.4	2.1	0.8	-2.0	2.1
Cc1oc(-c2ccc(Cl)cc2)cc1C(=O)NC1CCN(Cc2ccccc2)CC1
 : 3.4	-9.0	3.2	8.0	5.2	-1.5	-4.2	-4.8	-2.8	·
Cc1cc(C(=O)c2ccccc2)c(NC(=O)CN2CCOCC2)s1
 : 1.1	-1.1	-0.3	-4.7	3.5	2.7	2.8	4.5	0.9	6.1
O=C(COC(=O)Cc1cccs1)Nc1ccccc1F
 : -0.3	3.9	1.6	10.4	8.8	3.8	12.4	7.8	-0.8	-3.7
COc1nccnc1NS(=O)(=O)c1ccc(N=Cc2c(C)[nH]n(-c3ccc(Cl)cc3)c2=O)cc1
 : 0.0	-2.2	4.9	10.2	-0.8	-5.5	6.1	-3.3	4.2	·
O=C(OCC(=O)N1CCC(c2ccccc2)=N1)c1ccc(Cl)s1
 : 1.6	-0.6	1.7	4.0	-13.2	-0.5	-4.7	2.2	1.2	1.6
O=C(Nc1ccccc1N1CCOCC1)C1CCN(S(=O)(=O)c2ccc(F)cc2)CC1
 : 1.6	-2.3	2.4	18.7	4.3	2.6	1.3	3.7	-1.4	-6.5
CC1CCCCN1CCNC(=O)c1ccc2c(c1)N(Cc1cccc(Cl)c1)C(=O)c1ccccc1S2(=O)=O (stereo not given)
 : -0.3	4.9	-6.4	-1.7	5.0	-0.4	-3.5	3.0	7.0	-19.7
CC1CCN(S(=O)(=O)c2cn(CC(=O)Nc3ccc(C#N)cc3)cn2)CC1
 : 0.0	-4.4	0.9	16.5	-8.0	-3.3	-1.1	-4.0	3.7	4.4
Nc1cc(=O)[nH]n1C1CCCC1
 : -0.5	-0.9	2.2	10.7	-2.6	3.8	6.2	-2.1	-3.8	-4.5

3 of the entries above in order of their number in HTRA1 inh, descending:
SMILES,HTRA1 inh
Cc1ccc(C(=O)NCc2ccco2)cc1,3.2
Nc1cc(=O)[nH]n1C1CCCC1,-4.5
O=C(CN1C(=O)/C(=C\c2cccc(Cl)c2)Sc2ccccc21)NCCCN1CCOCC1,-7.4

Not all compounds are listed, so the mix of outcomes need not match the whole.
